Compound activity (PubChem)
KB-V1 MDR tox: KB-V1 MDR subline cytotoxicity; KB-V1 MDR cells viability, CellTiter-Glo, 72 h; Potency, µM (doses to about 46.1 µM), for the others: at the highest dose activity change, negative = cytotoxicity, hits mostly cytotoxic; hit rate 3.4% among 400,000; AID 1347076; note: potency is the fitted concentration of half-maximal effect; % is set by controls: 0 for no effect and ±100 for the full control effect; nearly all actives have a fitted effect of over 60% in size
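KB-V1 MDR subline cells in DMEM (phenol-red free, 10% FBS) exposed to compounds in qHTS concentration series for 72 h at 37 degrees C. Viability read by CellTiter-Glo luminescence; concentration-effect curves fitted after normalization and correction.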
ATXN2 expr inh: ATXN2 expression inhibition | HEK-293 ATXN2-luciferase reporter, luminescence, 24 h | Potency, µM (series often up to 57 µM), inactives show at the top dose activity change, negative = inhibition, most hits filed as inhibitors | hit rate 0.72% among 360,000 | AID 1745845; note: potency is the fitted concentration of half-maximal effect; % is set by controls: 0 for no effect and ±100 for the full control effect; nearly all actives have a fitted effect of over 55% in size
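ATXN2-luciferase reporter cells (luciferase flanked by upstream and downstream ATXN2 gene portions) were treated 24 h at 37 °C with compounds at up to 57 uM. SteadyGlo luminescence gave expression; GF-AFC fluorescence gave viability.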
IL-1B inflam inh: blocks inflammasome-driven IL-1 beta release; THP-1 LPS/ATP IL-1B secretion, AlphaLISA, 16 h; active compounds read low; activity change, % at 57.5 µM; hit rate 4.7% among 360,000; AID 743279; in the data active = activity change below about -50%; inconclusive = mostly about -30% to -49%; note: % is set by controls: 0 for no effect and ±100 for the full control effect
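Secreted IL-1B measured by AlphaLISA bead assay after 16 h compound exposure of THP-1 cells; compounds (final up to 57.5 uM) added 1 h before LPS (250 ng/mL) and ATP (1.25 mM) stimulation; lower signal means less secretion.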
ATXN viability: viability counter-screen for ATXN expression inhibitors; S2 cells (HEK-293 line with an ATXN2-luciferase reporter) viability, CellTiter-Fluor protease fluorescence, 24 h; Potency, µM (series often up to 56.7 µM), hits mostly cytotoxic; hit rate 0.49% among 400,000; AID 651635; note: potency is the fitted concentration of half-maximal effect; nearly all actives have a fitted effect of over 40% in size
MCF10A rerep: induces DNA re-replication in MCF 10a normal breast cells | MCF 10A DNA re-replication, Hoechst nuclear intensity, 48 h | Potency, µM (doses to about 46.1 µM), for inactives: top-dose activity, positive = re-replication, most hits filed as activators | hit rate 2.9% among 350,000; note: potency is the fitted concentration of half-maximal effect; % of control where 0% means no effect; nearly all actives have a fitted effect of over 50% in size
SW480 rerep: induces DNA re-replication in SW480 colon adenocarcinoma cells; SW480 DNA re-replication, Hoechst DNA content imaging, 48 h; Potency, µM (series often up to 46.1 µM), for inactives: at the highest dose re-replication activation, actives largely listed as activators; hit rate 1.8% among 340,000; AID 624297; note: potency is the fitted concentration of half-maximal effect; % of control where 0% means no effect; nearly all actives have a fitted effect of over 55% in size
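Image-based read-out: total Hoechst fluorescence of nuclei (405 nm excitation, 500-530 nm emission), with hits raising the fraction of high-intensity nuclei. SW480 colon cells incubated 48 hr with compounds at 37 C.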
KB-3-1 tox: kills parental KB-3-1 adenocarcinoma cells | Potency, µM (titrated, usually from 46.1 µM), for inactives: at the highest dose activity change, negative = cytotoxic, actives largely listed as cytotoxic | KB-3-1 viability, CellTiter-Glo ATP luminescence, 72 h | AID 1347075 | hit rate 1.4% among 400,000; note: potency is the fitted concentration of half-maximal effect; % is set by controls: 0 for no effect and ±100 for the full control effect; nearly all actives have a fitted effect of over 60% in size
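KB-3-1 cells, DMEM (no phenol red) + 10% FBS; compound by pin transfer, 72 h, 37 °C. Readout: CellTiter-Glo luminescence after 10 min. Data normalized, curve-fitted.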
HT1080 IDH1KD tx: toxicity to HT-1080 IDH1 knockdown cells (counter line). HT-1080 IDH1 knockdown viability, ATP luminescence, 48 h. AID 686971. hit rate 2% among 360,000. Potency, µM (series often up to 46.1 µM), for inactives: at the top dose activity, negative = toxicity, usual class: cytotoxic;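 note: potency is the fitted concentration of half-maximal effect; 0% = DMSO wells and -100% = cell-free medium wells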
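% activity derives from luminescence (CellTiter-Glo), normalised to DMSO and no-cell wells. HT-1080-IDH1KD cells, 750/well, had 48 h compound exposure at 37 °C.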
HT1080-NT tox: kills 2HG-producing HT-1080-NT fibrosarcoma cells; HT-1080-NT fibrosarcoma viability, CellTiter-Glo ATP luminescence, 48 h; Potency, µM (top dose mostly 46.1 µM), for the others: top-dose activity, negative = less viability, most hits filed as cytotoxic; hit rate 1.6% among 360,000; AID 686970;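 note: NT is the 2HG producing partner of a matched IDH1 knockdown line; potency is the fitted concentration of half-maximal effect; 0% = DMSO-treated cells and -100% = media-only wells without cells; nearly all actives have a fitted effect of over 55% in size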
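Compounds were tested in concentration-response format on HT-1080-NT cells for 48 hours at 37 degrees C. Cell viability came from CellTiter-Glo luminescence; curves were classified by r2, response magnitude and activity.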
The depositor's hits bear a star; [ ] = dose if it differs, or a comment. Unless noted, calls come from the whole dose curve; as a rule, active = well fitted curve in the direction sought with a large enough effect; inconclusive = small, poorly fitted or top-dose-only effect, or another doubt; inactive = no such curve, though single readings can be large; an effect the other way counts as inactive or inconclusive.

CCC(=O)c1cc(F)c(N2CCN(C(=O)Cc3ccccc3)CC2)cc1C was read as KB-V1 MDR tox inconclusive, ATXN2 expr inh -20%, IL-1B inflam inh -15, ATXN viability inactive, MCF10A rerep 9%, SW480 rerep 10%, KB-3-1 tox 3%, HT1080 IDH1KD tx -10% and HT1080-NT tox 1%.
For COc1ccc(C(=O)NC(C)CCc2ccccc2)cc1 (stereo not given) the results were KB-V1 MDR tox inconclusive, ATXN2 expr inh 11%, IL-1B inflam inh -1, ATXN viability inactive, MCF10A rerep -4%, SW480 rerep 2%, KB-3-1 tox 0%, HT1080 IDH1KD tx 14% and HT1080-NT tox 10%.
`CCN(CC(=O)NCc1cccs1)C(=O)c1cc(S(=O)(=O)NCc2ccccc2)ccc1C` gave KB-V1 MDR tox -45%, ATXN2 expr inh 15%, IL-1B inflam inh 0, ATXN viability inactive, MCF10A rerep -5%, SW480 rerep -4%, KB-3-1 tox 10%, HT1080 IDH1KD tx 9% and HT1080-NT tox 8%.
O=C(NCc1ccco1)c1ccccc1O was read as KB-V1 MDR tox 17%, IL-1B inflam inh 2, ATXN viability inactive, MCF10A rerep 8%, SW480 rerep 11%, KB-3-1 tox -2%, HT1080 IDH1KD tx 7% and HT1080-NT tox 9%.
For Cc1cc2nc(-c3nnnn3C3CCCCC3)c(=O)[nH]c2cc1C the results were KB-V1 MDR tox inconclusive, ATXN2 expr inh 15%, IL-1B inflam inh 0, ATXN viability inactive, KB-3-1 tox -6%, HT1080 IDH1KD tx 10% and HT1080-NT tox 15%.
`COc1ccc(N2CC(NC(=O)c3ccc4c(c3)OCO4)CC2=O)cc1OC` (stereo not given) gave KB-V1 MDR tox 29%, ATXN2 expr inh -3%, ATXN viability inactive and KB-3-1 tox 14%.
For NNC(=O)c1ccc(N2CCc3ccccc32)c([N+](=O)[O-])c1 the results were KB-V1 MDR tox -14%, ATXN2 expr inh -33%, IL-1B inflam inh -12, ATXN viability inconclusive, MCF10A rerep inconclusive, SW480 rerep -2%, KB-3-1 tox 23%, HT1080 IDH1KD tx -11% and HT1080-NT tox -17%.
COC(=O)c1nc2n(n1)C(c1ccc(OC)c(OC)c1OC)C1=C(CCCC1=O)N2 (stereo not given) was read as KB-V1 MDR tox 0%, ATXN2 expr inh -3%, IL-1B inflam inh 2, ATXN viability inactive, MCF10A rerep -3%, SW480 rerep -2%[9.22 µM], KB-3-1 tox 9%, HT1080 IDH1KD tx 10% and HT1080-NT tox 11%.
`Cc1c(N=C2C(=O)Nc3ccccc32)c(=O)n(-c2ccccc2)n1C` gave KB-V1 MDR tox inconclusive, ATXN2 expr inh -7%, IL-1B inflam inh 23, ATXN viability inactive, MCF10A rerep 8%, SW480 rerep -8%, KB-3-1 tox 6%, HT1080 IDH1KD tx 5% and HT1080-NT tox -2%.
For CCc1cccc(NC(=O)Cn2ncn3c(cc4ccccc43)c2=O)c1 the results were KB-V1 MDR tox -16%, ATXN2 expr inh 0%, IL-1B inflam inh 7, ATXN viability inconclusive, MCF10A rerep inconclusive, SW480 rerep 10%, KB-3-1 tox 2%, HT1080 IDH1KD tx -13% and HT1080-NT tox 1%.
Screening Cc1cccc(OCC(=O)NCC(=O)N/N=C/c2cccnc2)c1 returned KB-V1 MDR tox 3%, ATXN2 expr inh 28%, IL-1B inflam inh 36, ATXN viability inactive, MCF10A rerep 1%, SW480 rerep -7%, KB-3-1 tox inconclusive, HT1080 IDH1KD tx 2% and HT1080-NT tox 29%.
CC(c1ccccc1)n1cc(C(=O)NCc2ccncc2)nn1 (stereo not given) was read as KB-V1 MDR tox 2%, ATXN2 expr inh -3%, IL-1B inflam inh 11, ATXN viability inactive, MCF10A rerep -3%, SW480 rerep -7%, KB-3-1 tox 5%, HT1080 IDH1KD tx 0% and HT1080-NT tox 7%.
For COc1cn(-c2ccccc2)nc1C(=O)NCc1ccc(C)cc1 the results were KB-V1 MDR tox 8%, ATXN2 expr inh 9%, IL-1B inflam inh -13, ATXN viability inactive, MCF10A rerep -3%, SW480 rerep 0%, KB-3-1 tox -2%, HT1080 IDH1KD tx -4% and HT1080-NT tox -10%.
Screening CCOC(=O)C1CCN(C(=O)CSCCSCC(=O)N2CCC(C(=O)OCC)CC2)CC1 returned KB-V1 MDR tox -4%, ATXN2 expr inh -8%, IL-1B inflam inh 2, ATXN viability inactive, MCF10A rerep 5%, SW480 rerep 0%, KB-3-1 tox 3%, HT1080 IDH1KD tx 1% and HT1080-NT tox -1%.
Screening Cn1cccc1/C=C(/C#N)c1ccc(F)cc1 returned KB-V1 MDR tox -4%, ATXN2 expr inh 6%, IL-1B inflam inh -11, ATXN viability inactive, MCF10A rerep -1%, SW480 rerep -2%, KB-3-1 tox 6%, HT1080 IDH1KD tx 0% and HT1080-NT tox -1%.
For CC(=O)NCCc1ccc(C(=O)COC(=O)c2cccs2)cc1 the results were KB-V1 MDR tox 18%, IL-1B inflam inh 14, ATXN viability inactive, KB-3-1 tox 3%, HT1080 IDH1KD tx 3% and HT1080-NT tox 7%.
For CCC(=O)NNc1nc2c(C)cc(C)cc2s1 the results were KB-V1 MDR tox 14%, ATXN2 expr inh 1%, IL-1B inflam inh -3, ATXN viability inactive, MCF10A rerep 1%, SW480 rerep -18%, KB-3-1 tox 5%, HT1080 IDH1KD tx -2% and HT1080-NT tox -2%.
For COc1ccc(CC(=O)NC2CC(C)(C)NC(C)(C)C2)cc1OC the results were KB-V1 MDR tox -12%, ATXN2 expr inh 10%, IL-1B inflam inh -1, ATXN viability inactive, MCF10A rerep 0%, SW480 rerep 1%, KB-3-1 tox -2%, HT1080 IDH1KD tx 16% and HT1080-NT tox 24%.
O=S(=O)(Oc1ccc(Cl)cc1)c1cccc2cccnc12 was read as KB-V1 MDR tox 0%, ATXN2 expr inh 7%, IL-1B inflam inh -15, MCF10A rerep -1%, SW480 rerep -5%, KB-3-1 tox -2%, HT1080 IDH1KD tx 6% and HT1080-NT tox -10%.
CC1(C)CC(=O)C2=C(C1)OC1=C(C(=O)CC(C)(C)C1)C2c1ccccc1Cl was read as KB-V1 MDR tox -30%, IL-1B inflam inh 20, ATXN viability inactive, KB-3-1 tox -1%, HT1080 IDH1KD tx 0% and HT1080-NT tox 8%.
Screening COCCNC(=O)COC(=O)/C=C/c1c(C)nn(Cc2ccc(Cl)cc2Cl)c1Cl returned KB-V1 MDR tox inconclusive, ATXN2 expr inh inconclusive, IL-1B inflam inh 1, ATXN viability inconclusive, MCF10A rerep 13µM*, SW480 rerep -27%, KB-3-1 tox inconclusive, HT1080 IDH1KD tx inconclusive and HT1080-NT tox -27%.
CCOC(=O)c1nn(-c2ccccc2)c2nc(Nc3ccccc3)cc(=O)n12 was read as KB-V1 MDR tox inconclusive, ATXN2 expr inh -5%, IL-1B inflam inh 25, ATXN viability inactive, MCF10A rerep -9%, SW480 rerep 1%, KB-3-1 tox inconclusive, HT1080 IDH1KD tx 8% and HT1080-NT tox 2%.
Screening CS(=O)(=O)N(CC(=O)N1CCCCC1)Cc1ccc(Cl)cc1 returned KB-V1 MDR tox -29%, ATXN2 expr inh -1%, IL-1B inflam inh -18, ATXN viability inconclusive, MCF10A rerep 6%, SW480 rerep 0%, KB-3-1 tox 5%, HT1080 IDH1KD tx 3% and HT1080-NT tox 0%.
For CCOC(=O)c1c(C)nsc1NC(=O)C1(C)CCN1C(=O)CC (stereo not given) the results were KB-V1 MDR tox 3%, ATXN2 expr inh 0%, IL-1B inflam inh -1, ATXN viability inactive, KB-3-1 tox 0%, HT1080 IDH1KD tx 2% and HT1080-NT tox 5%.
For COC(=O)c1sccc1NC(=S)Nc1ccc(C)cc1 the results were KB-V1 MDR tox 19%, ATXN2 expr inh -4%, IL-1B inflam inh 8, ATXN viability inactive, MCF10A rerep -2%, SW480 rerep -2%, KB-3-1 tox 0%, HT1080 IDH1KD tx 0% and HT1080-NT tox 2%.
CC(C)CN1C(=O)CSCC1(C)C(=O)Nc1ccc2c(c1)OCCO2 (stereo not given) was read as KB-V1 MDR tox inconclusive, IL-1B inflam inh -16, KB-3-1 tox 3%, HT1080 IDH1KD tx 17% and HT1080-NT tox 2%.
Cc1nc(NC(=O)CN2CCC(O)(c3ccc(F)cc3)CC2)sc1C was read as KB-V1 MDR tox -8%, ATXN2 expr inh 6%, IL-1B inflam inh inconclusive, ATXN viability inactive, MCF10A rerep -13%, SW480 rerep -5%, KB-3-1 tox -19%, HT1080 IDH1KD tx -1% and HT1080-NT tox -2%.
`COc1ccc(OCC(=O)Nc2ccccc2C(=O)N2CCCC2)cc1` gave KB-V1 MDR tox inconclusive, ATXN2 expr inh -17%, IL-1B inflam inh -6, ATXN viability inactive, MCF10A rerep 1%, SW480 rerep -2%, KB-3-1 tox 2%, HT1080 IDH1KD tx -1% and HT1080-NT tox 2%.
`O=C(Cc1cccs1)N/N=C\c1ccc([N+](=O)[O-])s1` gave KB-V1 MDR tox -23%, IL-1B inflam inh 7, ATXN viability inconclusive, MCF10A rerep inconclusive, SW480 rerep 4%, KB-3-1 tox 3%, HT1080 IDH1KD tx -28% and HT1080-NT tox inconclusive.
C=C(C)Cn1c(-c2cccs2)n[nH]c1=S was read as KB-V1 MDR tox 4%, ATXN2 expr inh 6%, IL-1B inflam inh 12, ATXN viability inactive, MCF10A rerep 14%, SW480 rerep 0%, KB-3-1 tox -4%, HT1080 IDH1KD tx 2% and HT1080-NT tox 9%.
For Cc1cccc(NS(=O)(=O)c2ccc3c(c2)CCN3C(=O)CCC(=O)O)c1C the results were KB-V1 MDR tox 0%, ATXN2 expr inh 7%, ATXN viability inactive and KB-3-1 tox 3%.

No enrichment for hits; any-hit rate near 11%.
